NALP1 inh = blocks the NALP1 inflammasome reconstituted in yeast | actives 0.61% (n = 280,000) | S. cerevisiae NALP1/ASC/caspase-1 growth, X-gal OD620, 72 h | AID 2071 | inhibition, % at 10 µM; in the data active = inhibition mostly above about 24%, no sharp cut-off; inactive = mostly below about 32%; also: some compounds called inactive have numbers as strong as hits
V1R ag counter = activates human V1a receptor in oxytocin agonist counter-screen; AID 2797; activation, % at 3 µM; CHO-V1R cells, Fluo-8 calcium fluorescence, agonist mode; 0% DMSO, 100% 3 nM vasopressin; actives 0.25% (n = 320,000);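 active = activation above the mean activation of all tested compounds plus 3 SD, per screening run, cut at about 20% in these data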;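 also: signal is peak over basal fluorescence ratio across a 100 second FLIPR read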
Target sequence (P37288 whole entry, looked up): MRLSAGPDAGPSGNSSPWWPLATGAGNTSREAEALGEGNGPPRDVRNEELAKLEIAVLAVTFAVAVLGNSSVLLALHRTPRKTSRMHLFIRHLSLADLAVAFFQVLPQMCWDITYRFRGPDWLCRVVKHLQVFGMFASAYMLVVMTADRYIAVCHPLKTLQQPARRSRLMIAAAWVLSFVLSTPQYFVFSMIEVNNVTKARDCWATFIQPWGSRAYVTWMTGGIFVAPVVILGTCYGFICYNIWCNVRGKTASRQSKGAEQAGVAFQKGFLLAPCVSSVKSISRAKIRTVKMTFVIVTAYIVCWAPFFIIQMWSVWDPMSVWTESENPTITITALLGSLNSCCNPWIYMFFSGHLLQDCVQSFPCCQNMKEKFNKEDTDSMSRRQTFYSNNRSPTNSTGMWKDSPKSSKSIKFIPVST
PfM18AAP inh = PfM18AAP enzyme inhibition; recombinant PfM18AAP, H-Glu-NHMec fluorogenic cleavage; inhibition, % at 7.35 µM; actives 1.2% (n = 290,000);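 active = inhibition above the campaign mean inhibition over all tested compounds plus 3 SD, cut at about 28% in these data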;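 also: 0% = plate median of test compound wells and 100% = 2 mM ZnCl2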
MEKK2 WT-MEK5 = raises or lowers MEK5 binding to wildtype human MEKK2 PB1 domain; binding response (% of control), % at 10 µM; AID 1531; bead flow cytometry, Alexa488-MEK5 binding to MEKK2 WT; actives lie on both sides; actives 1.1% (n = 290,000); Q9Y2U5; in the data active = binding response below about 67% or above about 130%
MEKK2 mut-MEK5 = signal of MEK5 binding to mutant human MEKK2 PB1 domain; actives 0.35% (n = 290,000); AID 1530; percent response, % at 10 µM; bead flow cytometry, Alexa488-MEK5 binding to MEKK2 mutant; in the data active = percent response above about 24%, passing the limit was not always enough; also: inactives centre near 1; some results filed as inactive read as strong as hits
GalR3 antagonist = blocks the human galanin receptor 3; inhibition, % at 3 µM; AID 651719; O60755; HEK293 GalR3-CNG cAMP membrane potential fluorescence; galR3 body fused to GalR1 C-terminus; actives 0.44% (n = 360,000);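 active = inhibition above the screen-wide average plus 3 SD, cut at about 13% in these data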;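 also: forskolin and galanin both at EC90 stimulate the cells; cAMP rise reported by CNG channel membrane potential dye signal; 0% = forskolin plus galanin with DMSO and 100% = forskolin alone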
Target sequence (O60755 1-299 limits assumed): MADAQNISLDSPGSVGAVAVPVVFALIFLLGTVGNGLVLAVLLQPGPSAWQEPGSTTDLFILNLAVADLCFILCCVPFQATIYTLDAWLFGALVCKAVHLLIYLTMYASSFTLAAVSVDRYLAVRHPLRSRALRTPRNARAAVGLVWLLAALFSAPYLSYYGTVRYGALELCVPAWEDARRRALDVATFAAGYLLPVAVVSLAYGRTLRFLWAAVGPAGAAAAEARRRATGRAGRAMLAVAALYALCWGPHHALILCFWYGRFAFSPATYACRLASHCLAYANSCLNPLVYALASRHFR
GPR7 antag = human neuropeptides B/W receptor 1 antagonism; actives 1.1% (n = 290,000); inhibition, % at 4.4 µM; P48145; GPR7-expressing cells, fluorescence antagonist assay; in the data active = inhibition above about 16%, passing the limit was not always enough;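 also: cells stimulated with the agonist NPW; 0% = agonist with vehicle and 100% = vehicle without agonist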
Target sequence (P48145 whole entry, looked up): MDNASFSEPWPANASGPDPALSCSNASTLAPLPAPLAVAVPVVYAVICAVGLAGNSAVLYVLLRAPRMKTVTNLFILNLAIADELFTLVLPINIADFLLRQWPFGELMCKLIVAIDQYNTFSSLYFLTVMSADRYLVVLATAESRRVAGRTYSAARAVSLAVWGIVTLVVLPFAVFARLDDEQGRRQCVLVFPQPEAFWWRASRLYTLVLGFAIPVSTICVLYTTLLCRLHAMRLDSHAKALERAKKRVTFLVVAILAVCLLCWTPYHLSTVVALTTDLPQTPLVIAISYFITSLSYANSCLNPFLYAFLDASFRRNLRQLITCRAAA
OXTR potentiate = potentiators of human oxytocin receptor; activation, % at 3 µM; CHO-OTR cells, Fluo-8 calcium fluorescence, potentiator mode; 0% = oxytocin EC15, 100% = EC100; actives 0.061% (n = 320,000); AID 2445; P30559;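 active = activation above that plate's cutoff, the mean activation of tested compounds plus 3 SD, cut at about 6.6% in these data, passing the limit was not always enough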;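 also: 100% uses oxytocin at 75 nM as the full agonist control; some results filed as inactive read as strong as hits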
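Replication – single well per compound, singlicate · Assay system – CHO cell line stably expressing human OTR · Timing – 6 min pre-incubation, 100 s read · Measure – normalized max/min fluorescence ratio, % activation · Doses – 3.0 µM, one dose · Detection – Fluo-8 calcium dye fluorescence · Probe or stimulus – oxytocin near EC15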
OXTR ag = agonists of human oxytocin receptor | P30559 | CHO-OTR cells, Fluo-8 calcium fluorescence; normalized: DMSO 0%, oxytocin 100% | activation, % at 3 µM | actives 0.32% (n = 320,000) | AID 2435;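 active = activation above the mean of all tested compounds plus 3 SD, cutoff set per screening run, cut at about 20% in these data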;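 also: peak over basal fluorescence ratio from a 100 s FLIPR kinetic read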
* = called active by the depositor; · = no result given; [ ] = another dose, or the depositor's remark.

Start of the listing, in advance (6 entries):
cpd	mol	NALP1 inh	V1R ag counter	PfM18AAP inh	MEKK2 WT-MEK5	MEKK2 mut-MEK5	GalR3 antagonist	GPR7 antag	OXTR potentiate	OXTR ag
1	O=C(Nc1cccc(S(=O)(=O)c2cccc(NC(=O)c3ccco3)c2)c1)c1ccco1	·	9.9	5	113	18	41*	-13	-19	3.7
2	Cc1c(F)cccc1NS(=O)(=O)c1ccc2c(c1)c(C)cc(=O)n2C	3	5.3	-1	104	3	-8	-19	-5	8.3
3	C=CCn1c(SCC(N)=O)nnc1-c1cnccn1	·	0.1	-9	94	-11	-7	-10	-10	0.6
4	O=C(Cn1cnc2c(cnn2-c2ccc(F)cc2)c1=O)NCc1ccco1	14	1.4	-5	100	3	-2	30	-16	1.5
5	COc1cccc(C(=O)CN2CCC(NC(=O)NC3CCCCC3)CC2)c1	13	·	2	100	-1	-2	8	·	·
6	O=C(CNC(c1ccccc1)c1ccccc1)NCc1ccccc1Cl	14	0.9	-10	106	8	-14	22	-18	-0.6

Main list (from the top)
cpd	mol	NALP1 inh	V1R ag counter	PfM18AAP inh	MEKK2 WT-MEK5	MEKK2 mut-MEK5	GalR3 antagonist	GPR7 antag	OXTR potentiate	OXTR ag
1	O=C(Nc1cccc(S(=O)(=O)c2cccc(NC(=O)c3ccco3)c2)c1)c1ccco1	·	9.9	5	113	18	41*	-13	-19	3.7
2	Cc1c(F)cccc1NS(=O)(=O)c1ccc2c(c1)c(C)cc(=O)n2C	3	5.3	-1	104	3	-8	-19	-5	8.3
3	C=CCn1c(SCC(N)=O)nnc1-c1cnccn1	·	0.1	-9	94	-11	-7	-10	-10	0.6
4	O=C(Cn1cnc2c(cnn2-c2ccc(F)cc2)c1=O)NCc1ccco1	14	1.4	-5	100	3	-2	30	-16	1.5
5	COc1cccc(C(=O)CN2CCC(NC(=O)NC3CCCCC3)CC2)c1	13	·	2	100	-1	-2	8	·	·
6	O=C(CNC(c1ccccc1)c1ccccc1)NCc1ccccc1Cl	14	0.9	-10	106	8	-14	22	-18	-0.6
7	CC(C)Nc1nc(NC(C)(C)C)nc(Oc2ccc(=O)n(-c3ccccc3)n2)n1	1	12	-1	109	5	-4	-5	6	2.3
8	O=C(Nc1ccc(O)c2c(=O)cc(-c3ccccc3Cl)oc12)c1ccccc1Cl	25	-0.9	-6	96	-4	-4	-15	0	-1.6
9	CC(C)(C)c1ccc(C(=O)NC2CCS(=O)(=O)C2)cc1 (configuration not stated)	-152	0.7	-4	98	-6	-6	-2	-3	0.9
10	CC1CN(S(=O)(=O)c2ccc(C(=O)Nc3nnc(-c4ccccn4)o3)cc2)CC(C)O1 (configuration not stated)	-3	0.7	-8	100	4	-1	-16	1	0.8
11	CNC(=O)CSc1nnc(SCCC(=O)O)s1	27	-0.4	-3	96	-2	6	-7	-4	-0.1
12	Cc1nn(-c2ccccc2)c2[nH]c(=O)c(CNc3ccc(N4CCOCC4)cc3)cc12	12	0.0	10	108	1	-5	-7	-8	0.3

One compound at a time (already shown). Screens in order: NALP1 inh	V1R ag counter	PfM18AAP inh	MEKK2 WT-MEK5	MEKK2 mut-MEK5	GalR3 antagonist	GPR7 antag	OXTR potentiate	OXTR ag
O=C(Nc1ccc(O)c2c(=O)cc(-c3ccccc3Cl)oc12)c1ccccc1Cl as listed: 25	-0.9	-6	96	-4	-4	-15	0	-1.6
O=C(Nc1cccc(S(=O)(=O)c2cccc(NC(=O)c3ccco3)c2)c1)c1ccco1 as listed: ·	9.9	5	113	18	41*	-13	-19	3.7

Continued.
cpd	mol	NALP1 inh	V1R ag counter	PfM18AAP inh	MEKK2 WT-MEK5	MEKK2 mut-MEK5	GalR3 antagonist	GPR7 antag	OXTR potentiate	OXTR ag
13	CC(NC(=O)C(C)N1C(=O)C2C3CC(C(Br)C3Br)C2C1=O)c1ccccc1 (configuration not stated)	32	5.3	4	95	-3	-7	10	-7	7.6
14	Cc1ccc(Oc2cnn(-c3ccccc3)c(=O)c2Br)cc1	-25	-0.1	4	79	-9	-1	20	-14	-2.2
15	CCOC(=O)c1nc2ccccc2s1	7	-0.2	1	2.0*[inhibitor]	-69	0	-11	-3	-1.1
16	CCC(C)(C)n1nnnc1C(c1ccc2ncccc2c1)N1CCCCCC1 (configuration not stated)	-4	-0.7	0	99	2	-1	-11	-10	-1.7
17	CCCSc1nc(N)cc(=O)[nH]1	34	1.3	-8	46*[inhibitor]	-18	-6	1	4	-0.1
18	CCOc1ccc2nc(N(CCCN(C)C)C(=O)c3ccc(S(=O)(=O)N4CCCC4)cc3)sc2c1	12	1.9	-4	124	16	0	6	-10	2.5
19	CCOC(=O)c1c(C)[nH]c(C(=O)COC(=O)CNC(=O)c2ccc(Br)cc2)c1C	4	-0.6	-6	95	1	3	0	4	-0.4
20	Cc1cc(NC(=O)CSc2nc3c(C)cccc3cc2C#N)no1	-4	2.5	-4	93	-1	-2	-1	-3	1.5
21	Cc1ccc(-c2nnc3ccc(SC(C)C(=O)O)nn23)cc1 (configuration not stated)	·	0.9	9	111	8	3	-6	-5	0.0
22	CC1CCc2c(sc3nc(CSc4ncn[nH]4)[nH]c(=O)c23)C1 (configuration not stated)	26	0.6	56*	130	23	-3	-7	-4	0.6
23	CC(C)Nc1nnc(SC(C)C(=O)Nc2ccc(N3CCOCC3)cc2)s1 (configuration not stated)	·	0.7	·	·	·	-5	·	-4	1.6
24	O=[N+]([O-])c1cccc(-c2ccc(/C=N/NC(=S)Nc3ccccc3)o2)c1	4	0.1	20	99	-2	-3	-10	-17	-1.0
25	Cc1ccc(/C=C/C(=O)Nc2cccc3ncccc23)o1	24	0.4	-38	100	1	1	-3	1	1.6
26	COc1ccccc1CCC(=O)Nc1ccc2c(c1)CN(CCCn1cccn1)CC2	-6	-0.1	3	118	12	-1	-7	-8	-1.2
27	CC(C)(C)c1ccc(C(=O)Nc2ccc(F)cc2)s1	·	-1.3	11	89	-26	2	-2	-9	-3.0
28	CC(OC(=O)C1CCC(=O)N1)C(=O)Nc1cc(Cl)cc(Cl)c1 (configuration not stated)	32	0.3	2	107	0	-3	-2	-5	-0.3
29	CCn1c(=O)c2cc(C(=O)Nc3cccc(C(C)=O)c3)sc2c2ccccc21	·	1.1	-8	101	12	-4	-17	1	0.6
30	COc1cccc(NC(=O)c2sc(Cl)nc2C)c1	22	0.3	0	105	2	-11	-7	2	-0.7
31	CC(NS(=O)(=O)c1ccccc1)C(=O)Nc1ccc2c(c1)OCCO2 (configuration not stated)	-5	0.4	6	110	10	1	-9	0	0.0
32	COc1ccc(CCNC(=O)C/C(C)=N/NC(=O)Cc2cccc3ccccc23)cc1OC	-13	-0.7	4	91	-19	-6	-7	-14	0.1
33	Cc1cc(C)cc(N(CC(=O)Nc2cccc(C)n2)S(=O)(=O)c2c(C)noc2C)c1	-8	0.3	1	105	3	-3	-4	-8	-1.2
34	O=C(Oc1ccc2ccc(O)cc2c1)C1CCCCC1	1	1.1	3	91	-7	-7	-7	7	1.4
35	Cc1ccccc1N1CCN(CC(=O)NCc2ccc(Cl)cc2)CC1	20	2.0	5	108	2	-11	-11	-11	-1.8
36	Brc1ccc(-c2csc(N3CCCCCC3)n2)cc1	12	0.8	13	109	0	-3	-8	0	-0.1
37	NC(=O)c1ccc(/C=N/O)nc1	-2	-0.2	5	91	-13	-5	-7	-7	0.3
38	CCCc1nnc(NC(=O)CCC(=O)NCc2ccc(Cl)cc2Cl)s1	21	1.4	-3	98	-3	12	-7	-6	0.8
39	CC(=O)N1CCOc2ccc(S(=O)(=O)N3CCC(C(=O)NCc4ccc(F)cc4)CC3)cc21	20	0.1	1	100	3	-8	-8	-4	-0.6
40	CCOC(=O)C(C)Sc1nc2c(c(=O)[nH]c(=O)n2C)n1CCc1ccccc1 (configuration not stated)	18	-0.7	-15	102	4	-2	23	-4	-2.3
41	CCSc1nnc(NC(=O)CSc2nc3c(c(=O)n2C)SC(C)C3)s1 (configuration not stated)	-7	0.3	0	102	1	-5	-2	-5	-1.1
42	CC(=O)N/C(=C/c1ccc2c(c1)OCO2)C(=O)N1CCOCC1	5	0.6	5	104	4	-8	-15	-6	0.4
43	Cc1ccc(SCc2nc3ccccc3n2CC(=O)Nc2ccc(Cl)cc2)cc1	10	1.1	-1	136*	26*	-6	0	-11	1.8
44	Cc1cc(C)c(N=Cc2c(O)n(-c3nccs3)c(=O)c3ccccc23)c(C)c1	13	2.1	-2	104	15	8	-8	7	0.4
45	CC(=O)c1cccc(NC(=O)Nc2csc3c2CCCC3)c1	-4	5.6	5	119	13	-5	-8	-15	1.8
46	CCCOc1ccc(C(=O)NCC(c2ccco2)N(C)C)cc1 (configuration not stated)	27	0.0	3	108	2	1	5	-1	-0.9
47	Clc1ccc(OCCCn2ccnc2)c(Br)c1	54	2.6	7	96	-3	-10	3	-5	1.2
48	CCN(CC)CCNC(=O)CSc1c2c(nc3cc(Cl)ccc13)CCCC2	14	0.3	1	71	-15	-2	-3	-10	0.3
49	COCCN1Cc2cccc(C(=O)NCCc3ccccc3)c2C1=O	16	0.4	-4	104	8	-9	-4	-3	-0.8
50	COc1cc(O)c(C(CC(=O)N2CCCC2)c2ccc(N(C)C)cc2)c(OC)c1 (configuration not stated)	-82	0.4	·	91	-13	4	·	0	1.4
51	O=C(NCCOc1ccccc1F)C1CC(=O)N(c2ccc3c(c2)OCCO3)C1 (configuration not stated)	·	3.2	·	·	·	-3	·	-5	0.1
52	Cc1ccc(NC(=S)N2CCC(N(C)CC3CCCO3)CC2)cc1 (configuration not stated)	8	-0.4	8	99	-1	0	-13	-3	0.0
53	Cc1nn(C)c(C)c1S(=O)(=O)N1CCC(CO)(Cc2ccc(Cl)cc2)CC1	6	6.1	-8	97	-1	-3	7	-27	6.4
54	CCOc1cc(N2CCOCC2)c(OCC)cc1NC(=O)c1ccc(NC(C)=O)cc1	7	1.0	8	96	0	1	2	-3	-0.1
55	COc1ccc(C2NC(=O)NC(C)=C2C(=O)OCc2ccccc2)cc1 (configuration not stated)	5	-0.7	-3	108	9	-4	-5	0	-1.4
56	CCC(=O)NC(=S)Nc1ccc(S(=O)(=O)NC(C)C)cc1	-15	0.4	-1	101	3	·	2	-9	0.0
57	C#CCNC(=O)C1=C[C@@H](c2cn(C(C)=O)c3ccccc23)C[C@@H](OCCCCO)O1	-13	0.1	5	105	7	-7	-9	-7	-0.6
58	Cc1cc(C)cc(N(CC(=O)N2CCCC2)S(C)(=O)=O)c1	6	0.3	-4	110	8	-10	-13	-1	0.3
59	COC(=O)N/N=C/c1cccc(OCCSc2ccc(Cl)cc2)c1	32	6.3	7	93	-1	1	-3	-9	4.7
60	O=C(CCc1ccccc1)Oc1ccccc1[N+](=O)[O-]	·	-1.1	·	·	·	-5	·	-7	-2.2
61	CCn1c(C)nc2cc(NC(=O)Nc3cccc(C(C)=O)c3)ccc21	19	0.9	-1	102	3	-8	-13	-2	0.2

Screens as filed in PubChem BioAssay.
